Source: PubChem (several laboratories)
Cathepsin G inh – human cathepsin G inhibitors, primary screen, biochemical, pooled compound mixtures, AMC fluorescence; purified enzyme, AMC-tetrapeptide fluorescence; inhibition, % at 5 µM (by protocol); 62,000 tested, 0.2% active; P08311;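 active means inhibition above 20% in each of the two mixture wells holding the compound; inactive means inhibition of 20% or less in either well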;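 further: 0% = enzyme control without mixture and 100% = blank lacking enzyme; strong numbers were not always called active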
CatB block – human cathepsin B inhibitors, primary screen, biochemical, fluorogenic substrate | P07858 | purified cathepsin B, fluorescence | inhibition, %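 (tested at 10 µM)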 | 63,000 tested, 0.1% active | AID 453, 2006; in the data active means inhibition above about 21%;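 further: 0% = enzyme with no compound and 100% = no enzyme blank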
HER2 expr 66K – inhibitors of Her2 protein expression, primary screen, SKBR-3 cells, AlphaScreen, 66K library; Receptor tyrosine-protein kinase erbB-2 (Homo sapiens), P04626; SKBR-3 HER2 protein level, 18-24 h; stronger effect = lower value; HER2 level % of control, % at 10 µM; 65,000 tested, 0.69% active; AID 645, 2007;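 active means HER2 level under 5% of the carrier-only control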;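 further: 100% = DMSO carrier and 0% = 500 nM PU-H71 HSP90 inhibitor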
ROCK2 inh – inhibitors of human ROCK2 kinase, primary screen, biochemical, high-throughput, luminescence; AID 604, 2007; 60,000 tested, 0.35% active; purified ROCK2, Kinase-Glo ATP depletion luminescence; inhibition, % at 6 µM; Rho-associated protein kinase 2 (Homo sapiens), O75116;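 active means inhibition above the screen-wide mean inhibition plus 3 SD, cut at about 18% in these data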;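 further: plate controls were DMSO wells for no effect and Y-27632 control wells after no-enzyme background subtraction for full effect; many of its hits are not listed in these tables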
C1s block – complement C1s protease inhibitors, primary screen, biochemical, 10-compound mixtures. Complement C1s subcomponent (Homo sapiens), P09871. purified C1s, fluorogenic AMC substrate, pooled mixtures. mean inhibition % of two 10-compound mixtures (stronger effect = higher value), % at 5 µM (by protocol). 62,000 tested, 0.16% active. AID 538, 2006;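 active means inhibition above 20% in each of the two 10-compound mixture wells holding the compound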;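 further: 0% = enzyme wells lacking compound mixture and 100% = no-enzyme blank wells; some compounds called inactive have numbers as strong as hits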
Target sequence (P09871 16-437 limits assumed): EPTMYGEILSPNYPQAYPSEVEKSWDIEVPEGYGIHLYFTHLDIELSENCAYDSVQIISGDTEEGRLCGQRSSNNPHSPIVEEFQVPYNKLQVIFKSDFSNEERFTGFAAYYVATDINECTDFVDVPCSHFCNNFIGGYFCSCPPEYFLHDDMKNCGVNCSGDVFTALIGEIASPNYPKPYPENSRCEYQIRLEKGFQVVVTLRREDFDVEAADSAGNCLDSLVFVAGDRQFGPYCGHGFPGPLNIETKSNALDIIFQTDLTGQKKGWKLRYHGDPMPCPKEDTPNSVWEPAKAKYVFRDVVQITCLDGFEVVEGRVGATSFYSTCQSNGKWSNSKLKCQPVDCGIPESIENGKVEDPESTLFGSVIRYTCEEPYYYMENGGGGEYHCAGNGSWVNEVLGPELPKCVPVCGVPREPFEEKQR
Target sequence (P09871 438-688 limits assumed): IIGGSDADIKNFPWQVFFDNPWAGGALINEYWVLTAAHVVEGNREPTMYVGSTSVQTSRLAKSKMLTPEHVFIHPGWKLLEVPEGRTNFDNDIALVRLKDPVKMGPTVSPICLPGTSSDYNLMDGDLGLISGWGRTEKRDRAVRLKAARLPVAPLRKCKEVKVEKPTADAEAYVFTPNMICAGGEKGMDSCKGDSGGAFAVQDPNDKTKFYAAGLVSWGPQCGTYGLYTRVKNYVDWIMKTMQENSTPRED
CatL block – inhibitors of human cathepsin L, biochemical. Procathepsin L (Homo sapiens), P07711. inhibition, %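 (tested at 10 µM)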. AID 460, 2006. purified cathepsin L, fluorogenic substrate, fluorescence. 58,000 tested, 0.17% active; in the data active means inhibition above about 45%;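 further: 0% = enzyme with no compound and 100% = no enzyme blank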
CatB mix inh – cathepsin B inhibitors from pooled compounds, primary screen, biochemical, compound mixtures, AMC fluorescence. Purified cathepsin B, AMC dipeptide fluorescence. inhibition, %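 (ten-compound pools at 5 µM per compound and 50 µM total)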. 62,000 tested, 0.06% active; in the data active means inhibition above about 22%, passing the limit was not always enough;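 further: 0% = enzyme without compound and 100% = no enzyme blank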
CatS inh – inhibitors of human cathepsin S, biochemical, compound mixtures | P25774 | recombinant cathepsin S, AMC dipeptide fluorescence, pooled mixtures | inhibition, %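 (tested at 5 µM per compound within 10-compound mixtures)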 | 62,000 tested, 0.06% active; in the data active means inhibition above about 32%, passing the limit was not always enough;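 further: 0% = enzyme without compound and 100% = blank without enzyme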
Target sequence (P25774 115-331 limits assumed): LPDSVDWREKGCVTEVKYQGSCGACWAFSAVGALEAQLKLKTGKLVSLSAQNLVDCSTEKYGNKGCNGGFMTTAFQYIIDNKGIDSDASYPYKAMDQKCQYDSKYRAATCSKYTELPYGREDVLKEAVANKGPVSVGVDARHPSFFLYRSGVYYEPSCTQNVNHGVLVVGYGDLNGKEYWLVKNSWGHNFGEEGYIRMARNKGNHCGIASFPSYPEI
PKA kinase inh – inhibitors of human PKA kinase activity, primary screen, biochemical, ATP-depletion luminescence, Kemptide substrate. AID 524, 2006. PKA Kemptide phosphorylation, Kinase-Glo ATP luminescence. inhibition, % at 6 µM. cAMP-dependent protein kinase catalytic subunit alpha (Homo sapiens), P17612. 65,000 tested, 0.1% active;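 active means inhibition above the screen-wide mean inhibition plus 3 SD, cut at about 21% in these data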; further: many of its hits are not listed in these tables
Numbers without * were called inactive. The list is partial. The share of hits here may be higher or lower than overall.

Results for CCn1c(SCC(=O)N2c3ccccc3Sc3ccccc32)nc2c1c(=O)n(C)c(=O)n2C ?
Cathepsin G inh: -3; CatB block: 1; HER2 expr 66K: 95; ROCK2 inh: -8; C1s block: 0; CatL block: 1; CatB mix inh: 0; CatS inh: -2; PKA kinase inh: 12

Results for COc1ccc(S(=O)(=O)N2CCN(C)CC2)cc1Br ?
Cathepsin G inh: -15; CatB block: -3; HER2 expr 66K: 123; ROCK2 inh: 1; C1s block: -112; CatL block: 9; CatB mix inh: -7; CatS inh: -12; PKA kinase inh: 6

Results for O=C(c1cccnc1)N1CCC(c2nc3ccccc3[nH]2)CC1 ?
Cathepsin G inh: 8; CatB block: 0; HER2 expr 66K: 109; ROCK2 inh: -8; C1s block: 15; CatL block: -7; CatB mix inh: 4; CatS inh: -13; PKA kinase inh: 4

What do the screens show for `Nn1c(SCC(=O)Nc2ccccc2F)nc2ccccc2c1=O`?
Cathepsin G inh: -23; CatB block: -2; HER2 expr 66K: 134; ROCK2 inh: -8; C1s block: -60; CatL block: -2; CatB mix inh: -20; CatS inh: -39; PKA kinase inh: -6

Results for CCCCOCCCNC(=O)c1ccc(NC(C)=O)cc1 ?
Cathepsin G inh: -13; CatB block: 2; C1s block: -41; CatL block: 0; CatB mix inh: 0; CatS inh: 12

What do the screens show for `Cc1cccc(CCNC(=O)C2CCCN(S(=O)(=O)c3cnc[nH]3)C2)c1` (stereo not given)?
Cathepsin G inh: 3; CatB block: 2; HER2 expr 66K: 108; ROCK2 inh: 4; C1s block: -7; CatL block: -4; CatB mix inh: 1; CatS inh: 12; PKA kinase inh: -1

How did CCOc1ccc(S(=O)(=O)N2CCc3ccccc3C2)cc1 do in these assays?
Cathepsin G inh: 3; CatB block: 1; HER2 expr 66K: 93; ROCK2 inh: 3; C1s block: -44; CatL block: -3; CatB mix inh: 1; CatS inh: -6; PKA kinase inh: 0

What do the screens show for `Cc1cccc2cc(C(c3nnnn3Cc3ccc4c(c3)OCO4)N3CCCC3)c(=O)[nH]c12` (stereo not given)?
Cathepsin G inh: 0; CatB block: -5; HER2 expr 66K: 156; ROCK2 inh: 0; C1s block: 1; CatL block: 4; CatB mix inh: 2; CatS inh: -3; PKA kinase inh: 3

Results for CC(C)=C1C2CCC1C(C(=O)NCc1ccccc1)C2C(=O)O (stereo not given) ?
Cathepsin G inh: 5; CatB block: 0; HER2 expr 66K: 126; ROCK2 inh: 2; C1s block: 0; CatL block: 18; CatB mix inh: 4; CatS inh: -2; PKA kinase inh: -3

Results for CCOc1ccccc1C(=O)Nc1ccc(-c2nnc(-c3ccc(C)cc3)o2)cc1 ?
Cathepsin G inh: 9; CatB block: 5; HER2 expr 66K: 92; ROCK2 inh: -1; C1s block: 3; CatL block: -2; CatB mix inh: 2; CatS inh: 0; PKA kinase inh: 0

Results for N#CC1=C(N)Oc2cc(O)ccc2C1c1ccncc1 (stereo not given) ?
Cathepsin G inh: 10; CatB block: 1; HER2 expr 66K: 82; ROCK2 inh: 21*; C1s block: 10; CatL block: 22; CatB mix inh: 0; CatS inh: 0; PKA kinase inh: 10

Results for CCOC(=O)c1c(C)c(C(=O)N(C)C2CCCCC2)c(C)n1C ?
Cathepsin G inh: 14; CatB block: 0; HER2 expr 66K: 101; ROCK2 inh: 5; C1s block: 9; CatL block: 9; CatB mix inh: -1; CatS inh: 7; PKA kinase inh: 7

What do the screens show for `O=C1CC(N(Cc2ccco2)C(=O)Nc2ccc(F)cc2)C(=O)N1c1ccc(F)cc1` (stereo not given)?
Cathepsin G inh: -4; CatB block: 1; HER2 expr 66K: 70; ROCK2 inh: 10; C1s block: -42; CatL block: -1; CatB mix inh: -4; CatS inh: -11; PKA kinase inh: 5

What do the screens show for `CN(C)CCNc1ncnc2ccccc12`?
Cathepsin G inh: 5; CatB block: 2; HER2 expr 66K: 87; ROCK2 inh: -3; C1s block: -50; CatL block: 8; CatB mix inh: -3; CatS inh: 11; PKA kinase inh: -2

What do the screens show for `CCc1nnc(NC(=O)CN2C(=O)c3ccccc3C2=O)s1`?
Cathepsin G inh: -2; CatB block: -1; HER2 expr 66K: 95; ROCK2 inh: 1; C1s block: -14; CatL block: 0; CatB mix inh: 5; CatS inh: -2; PKA kinase inh: 5

How did O=C(Cn1c(=O)oc2ccccc21)NC(=O)NCc1ccco1 do in these assays?
Cathepsin G inh: -3; CatB block: 6; HER2 expr 66K: 56; C1s block: -20; CatL block: 0; CatB mix inh: 3; CatS inh: 14; PKA kinase inh: 5

How did O=C1c2ccccc2C(=O)N1CC(O)COCc1ccccc1 (stereo not given) do in these assays?
Cathepsin G inh: 6; CatB block: 5; HER2 expr 66K: 84; ROCK2 inh: 2; C1s block: 0; CatL block: -9; CatB mix inh: 5; CatS inh: -3; PKA kinase inh: 3

Results for COc1cc2[nH]c(=S)n(NC(=O)CC(C)C)c(=O)c2cc1OC ?
Cathepsin G inh: 9; CatB block: 6; HER2 expr 66K: 97; ROCK2 inh: 5; C1s block: 4; CatB mix inh: -4; CatS inh: -3; PKA kinase inh: 4

How did Cc1cc(=O)[nH]c(SCCOc2ccc(OC(C)C)cc2)n1 do in these assays?
Cathepsin G inh: -7; CatB block: 8; HER2 expr 66K: 63; ROCK2 inh: 3; C1s block: -8; CatL block: 0; CatB mix inh: 6; CatS inh: 10; PKA kinase inh: 10

How did Cc1ccc2c(c1)N(CCC(=O)NCc1ccco1)C(=O)CO2 do in these assays?
Cathepsin G inh: 8; CatB block: 2; HER2 expr 66K: 88; ROCK2 inh: 6; C1s block: 11; CatL block: 2; CatB mix inh: 2; CatS inh: -1; PKA kinase inh: 6

What do the screens show for `O=C(CN1C(=O)COc2ccccc21)c1cccc(Cl)c1`?
Cathepsin G inh: -28; CatB block: -2; HER2 expr 66K: 93; ROCK2 inh: -4; C1s block: -182; CatL block: 14; CatB mix inh: -19; CatS inh: -21; PKA kinase inh: -4

How did NC(=O)CSc1nnc(Cc2ccc3c(c2)OCO3)n1C1CCCCC1 do in these assays?
Cathepsin G inh: -2; CatB block: 4; HER2 expr 66K: 101; ROCK2 inh: -1; C1s block: 14; CatL block: 5; CatB mix inh: 4; CatS inh: 12; PKA kinase inh: 9

How did CC(=O)Oc1cccc(N2C(=O)CC(Nc3ccc(N4CCOCC4)cc3)C2=O)c1 (stereo not given) do in these assays?
Cathepsin G inh: 13; CatB block: 8; HER2 expr 66K: 89; ROCK2 inh: 7; C1s block: 7; CatL block: 8; CatB mix inh: 6; CatS inh: 13; PKA kinase inh: 8

What do the screens show for `CN(C)S(=O)(=O)c1ccc(C(=O)Nc2cccc(C(=O)O)c2)cc1`?
Cathepsin G inh: 13; CatB block: -2; HER2 expr 66K: 126; ROCK2 inh: -1; C1s block: 14; CatL block: -3; CatB mix inh: 8; CatS inh: 5; PKA kinase inh: 0

What do the screens show for `CCN1CCN(C(=O)CS(=O)Cc2nc(-c3ccc(OC)cc3)oc2C)CC1` (stereo not given)?
Cathepsin G inh: -2; CatB block: -4; HER2 expr 66K: 72; ROCK2 inh: 3; C1s block: -15; CatB mix inh: 3; CatS inh: -3; PKA kinase inh: -2

Results for C=C(C)Cn1c(SCC)nc2ccccc2c1=O ?
Cathepsin G inh: 10; CatB block: 6; HER2 expr 66K: 102; ROCK2 inh: 4; C1s block: 22; CatL block: 4; CatB mix inh: 5; CatS inh: 3; PKA kinase inh: -1

How did CCCN(CCC)C(=O)Cn1c(=O)n(CCCCC(=O)NCc2ccco2)c(=O)c2ccccc21 do in these assays?
Cathepsin G inh: 3; CatB block: -9; HER2 expr 66K: 96; C1s block: 7; CatL block: 21; CatB mix inh: 1; CatS inh: 4; PKA kinase inh: 3

How did CCOc1ccc(-c2nnc(-c3cccs3)o2)cc1OCC do in these assays?
Cathepsin G inh: 21; CatB block: 1; HER2 expr 66K: 66; ROCK2 inh: 6; C1s block: 11; CatB mix inh: 14; CatS inh: -6; PKA kinase inh: 14

How did CCOC(=O)CNS(=O)(=O)c1cc(-c2nn(C)c(=O)c3ccccc23)ccc1C do in these assays?
CatB block: 5; HER2 expr 66K: 100; ROCK2 inh: 6; CatL block: 1; PKA kinase inh: 7

Results for O=C(CCCC(=O)N(CC(=O)NC1CCCCC1)Cc1ccco1)Nc1ccccn1 ?
Cathepsin G inh: -6; CatB block: 7; HER2 expr 66K: 87; ROCK2 inh: 1; C1s block: -24; CatL block: 12; CatB mix inh: 2; CatS inh: 8; PKA kinase inh: 6

How did COc1ccc(CN2CCN(C(=O)C3CC(=O)N(C4CCCCCC4)C3)CC2)c(OC)c1OC (stereo not given) do in these assays?
Cathepsin G inh: 3; CatB block: -1; HER2 expr 66K: 110; ROCK2 inh: 5; C1s block: 6; CatL block: 18; CatB mix inh: -3; CatS inh: 6; PKA kinase inh: 10

What do the screens show for `CC(C)(C)NC(=O)C1CC(=O)OC1(C)C` (stereo not given)?
Cathepsin G inh: 10; CatB block: 4; HER2 expr 66K: 69; ROCK2 inh: 7; C1s block: 13; CatL block: 5; CatB mix inh: 6; CatS inh: -10; PKA kinase inh: 4

What do the screens show for `CCn1nnnc1SCC(=O)Nc1cccc(NC(C)=O)c1`?
Cathepsin G inh: -3; CatB block: -5; HER2 expr 66K: 90; ROCK2 inh: -5; C1s block: 1; CatL block: 0; CatB mix inh: -3; CatS inh: -5; PKA kinase inh: -9

Results for CC(=C1C(=O)c2ccccc2C1=O)N1CCN(Cc2ccccc2)CC1 ?
Cathepsin G inh: 2; CatB block: -5; HER2 expr 66K: 80; ROCK2 inh: 3; C1s block: 4; CatL block: 13; CatB mix inh: 11; CatS inh: 19; PKA kinase inh: -1

How did CCCOc1cccc(C(=O)Nc2nnn(CCC)n2)c1 do in these assays?
Cathepsin G inh: 10; CatB block: 0; HER2 expr 66K: 123; ROCK2 inh: 4; C1s block: 12; CatL block: 7; CatB mix inh: 4; CatS inh: 4; PKA kinase inh: 3

How did CS(=O)(=O)N1CCc2cc(C(=O)N3CCOCC3)ccc21 do in these assays?
Cathepsin G inh: 9; CatB block: -4; HER2 expr 66K: 116; ROCK2 inh: 7; C1s block: 2; CatL block: 10; CatB mix inh: 2; CatS inh: -16; PKA kinase inh: 8

Results for C=CCn1c(COC)nnc1SCC(=O)c1ccc(F)cc1 ?
Cathepsin G inh: -7; CatB block: 0; HER2 expr 66K: 85; ROCK2 inh: 11; C1s block: -45; CatL block: -4; CatB mix inh: -6; CatS inh: -12; PKA kinase inh: 7

How did CCn1cc(C2=NC(c3ccccc3)CO2)c2ccccc21 (stereo not given) do in these assays?
Cathepsin G inh: 6; CatB block: 2; HER2 expr 66K: 55; ROCK2 inh: 2; C1s block: 9; CatL block: 0; CatB mix inh: 1; CatS inh: 13; PKA kinase inh: 8

How did Cc1ccc(-n2ncc3c(N4CCC5(CC4)OCCO5)ncnc32)c(C)c1 do in these assays?
Cathepsin G inh: 1; CatB block: 3; HER2 expr 66K: 100; ROCK2 inh: 5; C1s block: -36; CatL block: 18; CatB mix inh: 0; CatS inh: 17; PKA kinase inh: 2
